Source: PubChem BioAssay
aDG glyco act: alpha-DG glycosylation activation; Pro5-aDG cells, alpha-DG glycosylation AlphaScreen (IIH6); 0% Pro5, 100% B10-LARGE cell signal; activation, % at 10 µM; actives 0.22% (n = 360,000);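 active = activation of at least 8% versus controls, or a plate z-score of at least 8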;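 also: Pro5 are CHO cells carrying HIG-tagged alpha-DG that lacks glycosylation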
CaV13 ICDI inh: Primary screen for inhibitors of IQ motif and Ca2+-dependent inactivation inhibitor domain binding in CACNA1D, Förster resonance energy transfer in living cells, …; HEK cells, CFP/YFP FRET ICDI-IQ, plate reader, 10 min; percent FRET-ratio fall versus neutral wells; inhibition, % at 12.3 µM; actives 0.098% (n = 340,000); AID 743397;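 active = mean replicate inhibition of at least 30% and at least 1% of replicates passing that level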;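 also: 0% = median of the neutral control wells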
Vif imaging: HIV Vif inhibition; HEK293T cells, Vif self-association by quenched fluorescence, imaging, 24 h; inhibition, % at 7.49 µM; actives 0.35% (n = 340,000); AID 602346; in the data active = inhibition above about 50%, passing the limit was not always enough; also: some results filed as inactive read as strong as hits
PDI turbidity: inhibitors of human protein disulfide isomerase | PDI insulin aggregation turbidity, A650, 90 min | AID 588391 | actives 0.052% (n = 350,000) | inhibition, % at 10 µM | P07237;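 active = mean inhibition across replicates of 30% or more, whatever share of single replicates reach that level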;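 also: absorbance from insulin aggregation driven by PDI reduction with DTT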
Target sequence (P07237 whole entry, looked up): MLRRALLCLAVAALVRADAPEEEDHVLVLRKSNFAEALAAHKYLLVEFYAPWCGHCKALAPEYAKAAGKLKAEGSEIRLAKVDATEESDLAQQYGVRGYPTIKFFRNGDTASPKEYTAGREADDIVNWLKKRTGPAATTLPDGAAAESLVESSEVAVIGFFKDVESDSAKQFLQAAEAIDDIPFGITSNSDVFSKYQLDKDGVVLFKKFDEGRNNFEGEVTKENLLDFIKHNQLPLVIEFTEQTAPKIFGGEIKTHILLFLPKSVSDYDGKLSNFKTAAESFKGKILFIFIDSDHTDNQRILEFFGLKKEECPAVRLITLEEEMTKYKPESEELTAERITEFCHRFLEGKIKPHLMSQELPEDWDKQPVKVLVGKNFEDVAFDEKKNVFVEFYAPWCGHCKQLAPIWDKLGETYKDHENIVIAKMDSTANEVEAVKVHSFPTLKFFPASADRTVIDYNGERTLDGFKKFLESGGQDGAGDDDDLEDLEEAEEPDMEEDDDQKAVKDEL
MITF TRPM1 inh: MITF TRPM1 promoter inhibition in SK-MEL-5 cells | SK-MEL-5 TRPM1 promoter luciferase, 24 h | inhibition, % at 12.5 µM | actives 0.83% (n = 330,000) | AID 488899;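 active = mean inhibition across replicates of 60% or more, whatever share of single replicates reaches that level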; also: values of inactives mirror those of a sister screen read the other way
NR2E3 ag-1: agonists of human nuclear receptor NR2E3. inhibition of corepressor binding, % at 4.78 µM. actives 0.12% (n = 320,000). Q9Y5X4. AID 2300. GST-NR2E3/biotin-RetCOR TR-FRET, 1536-well;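 active = percent inhibition above the cutoff of mean plus 3 SD of all tested compounds, set per screening campaign, cut at about 20% in these data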;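 also: 0% = DMSO wells and 100% = biotin wells as full block of FRET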
Target sequence (Q9Y5X4 whole entry, looked up): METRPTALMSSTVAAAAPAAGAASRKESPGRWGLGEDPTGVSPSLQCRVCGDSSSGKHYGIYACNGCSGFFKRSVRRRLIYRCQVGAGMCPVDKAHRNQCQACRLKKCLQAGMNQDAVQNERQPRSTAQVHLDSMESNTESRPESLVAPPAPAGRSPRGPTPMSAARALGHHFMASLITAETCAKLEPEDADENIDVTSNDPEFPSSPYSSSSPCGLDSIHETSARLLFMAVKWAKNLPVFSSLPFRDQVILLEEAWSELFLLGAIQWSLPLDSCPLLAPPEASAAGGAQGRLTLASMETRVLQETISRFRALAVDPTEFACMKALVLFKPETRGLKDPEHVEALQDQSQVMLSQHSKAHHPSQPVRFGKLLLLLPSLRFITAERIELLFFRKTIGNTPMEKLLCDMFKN
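Material – GST-tagged NR2E3 plus biotinylated RetCOR corepressor · Quantity – NR2E3 fusion 1.35 nM · Times – 5 h incubation at 4 °C · Medium – pH 7.5 Tris-based buffer · Technique – TR-FRET, Eu(K)-anti-GST donor, streptavidin-D2 acceptor, ex 340, em 617/671 nm · Benchmarks – high control biotin, low control 0.6% DMSO · Format – 1536-well plates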
hiPSC survival: enhancers of human iPSC single-cell survival | survival enhancement, % at 20 µM | actives 0.044% (n = 360,000) | hiPSC single-cell survival, ATPlite luminescence; 100% = ROCK inhibitor wells, 0% = DMSO | AID 602274; in the data active = survival enhancement above about 18%;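 also: cells exposed to compounds for 16 hours before the ATP read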
Peg3 promoter: inhibitors of Peg3 promoter; actives 1.7% (n = 360,000); HeLa PEG-Prom luciferase reporter, luminescence, overnight; inhibition, % at 20 µM; AID 588405;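 active = inhibition of at least 50% at 20 µM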
NR2E3 ag-2: activates human NR2E3 receptor | AID 602229 | actives 0.35% (n = 360,000) | inhibition of corepressor binding, % at 3.98 µM | Q9Y5X4 | CHO-S Gal4-NCOR/VP16-NR2E3 two-hybrid, luciferase;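 active = inhibition above the mean of all tested compounds plus 3 SD, cut at about 70% in these data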;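 also: 0% = DMSO with NR2E3 transfected cells and 100% = cells lacking NR2E3 construct; higher means lower luciferase signal from less NR2E3 corepressor binding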
HIF-2a block: HIF-2a inhibition | 786-0 RCC cells HIF-2a reporter, luciferase luminescence, overnight | inhibition, % at 18.8 µM | actives 0.72% (n = 360,000);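 active = inhibition of the luminescence signal of 40% or more relative to plate controls, in a single-dose primary screen at 18.75 µM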
Exocytosis inh: lytic granule exocytosis inhibition; TALL-104 LAMP-1 surface exposure, flow cytometry; cells stimulated with thapsigargin and PMA; inhibition, % at 10 µM; actives 0.66% (n = 360,000); AID 651702;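 active = inhibition above about 55%, limit read from the data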
Starred values were filed as active, the others as inactive; nt = no result given.

SMILES | aDG glyco act | CaV13 ICDI inh | Vif imaging | PDI turbidity | MITF TRPM1 inh | NR2E3 ag-1 | hiPSC survival | Peg3 promoter | NR2E3 ag-2 | HIF-2a block | Exocytosis inh
COc1cccc(C(=O)NNC(=O)c2cccnc2)c1 | -0.2 | -2 | -5 | 0 | -2 | -2 | -0.2 | 0 | -8 | -2 | -4
CC1CCc2[nH]c3ccc(C(=O)N(C)CC(=O)Nc4ccc(F)cc4)cc3c2C1 (configuration not stated) | 0.0 | nt | -3 | 1 | 2 | -3 | 1.8 | 1 | -9 | -4 | -3
Cc1nn(-c2ccccc2)c(Cl)c1/C=N/O | -0.1 | -18 | -5 | 2 | -2 | -1 | 0.7 | -44 | -17 | -27 | -2
COc1ccc(-n2c(Cc3cccn3C)nnc2SCC(=O)Nc2ccc(C)cc2C)cc1 | -0.1 | -23 | 12 | nt | 1 | -1 | 6.5 | 7 | 4 | -14 | 0
Cc1cccc(N2CCN(C(=O)C3CC(=O)N(C4CCCC4)C3)CC2)c1C (configuration not stated) | 0.6 | -7 | -6 | 8 | 10 | -2 | -0.1 | -24 | 12 | -23 | -6
Cc1csc(SCC(=O)Nc2oc(C)c3c(C)n[nH]c(=O)c23)n1 | -0.2 | -5 | -2 | -7 | 8 | 0 | -0.4 | 19 | -27 | 20 | 4
O=C(CCNS(=O)(=O)c1ccc(Cl)cc1)N1CCN(Cc2ccccc2)CC1 | 0.0 | -4 | 2 | 0 | -10 | 1 | 3.9 | 7 | -10 | 7 | -10
CN(CCc1ccccn1)C(=O)CCNC(=O)Cn1cnc2ccccc2c1=O | -0.1 | -4 | 1 | 10 | -3 | 4 | 0.0 | -3 | -12 | -1 | -3
Cc1ccc(S(=O)(=O)N2CC3CCCC2C3)cc1 (configuration not stated) | 0.0 | -5 | -3 | -2 | 7 | -1 | -0.7 | 4 | -13 | 15 | 1
Cc1ccnc(NCc2c(O)ccc3ccccc23)c1 | 0.1 | -19 | 13 | -3 | 14 | 0 | 1.2 | 4 | 24 | 14 | -3
Cc1nc2ccc(Cl)cn2c1[N+](=O)[O-] | 0.1 | -15 | -1 | -9 | nt | nt | 1.1 | 8 | 0 | 7 | 1
COc1ccc(-c2nc(CS(=O)CC(=O)NC3CCCCC3)c(C)o2)cc1OC (configuration not stated) | -0.1 | nt | -6 | -5 | -8 | 3 | -0.7 | -21 | 17 | 1 | 16
CCOc1ccccc1OCc1nn2c(COc3ccccc3)nnc2s1 | 0.0 | -4 | -6 | 19 | 8 | 2 | -3.2 | 20 | -30 | -4 | -2
CCOC(=O)c1ccc(N2C(=O)c3n[nH]c(-c4ccco4)c3C2c2cccc([N+](=O)[O-])c2)cc1 (configuration not stated) | -0.1 | -3 | -15 | 13 | 8 | 1 | -0.5 | 26 | 6 | 27 | 1
Cc1cc2nccc(-c3ccc(Cl)cc3Cl)n2n1 | 0.0 | -17 | -4 | 7 | -26 | 1 | -0.3 | -120 | -8 | -138 | -8

Continued; the last three above are carried over.
SMILES | aDG glyco act | CaV13 ICDI inh | Vif imaging | PDI turbidity | MITF TRPM1 inh | NR2E3 ag-1 | hiPSC survival | Peg3 promoter | NR2E3 ag-2 | HIF-2a block | Exocytosis inh
CCOc1ccccc1OCc1nn2c(COc3ccccc3)nnc2s1 | 0.0 | -4 | -6 | 19 | 8 | 2 | -3.2 | 20 | -30 | -4 | -2
CCOC(=O)c1ccc(N2C(=O)c3n[nH]c(-c4ccco4)c3C2c2cccc([N+](=O)[O-])c2)cc1 (configuration not stated) | -0.1 | -3 | -15 | 13 | 8 | 1 | -0.5 | 26 | 6 | 27 | 1
Cc1cc2nccc(-c3ccc(Cl)cc3Cl)n2n1 | 0.0 | -17 | -4 | 7 | -26 | 1 | -0.3 | -120 | -8 | -138 | -8
S=C(Nc1cc(Cl)ccc1Cl)Nn1cnnc1 | 0.1 | 7 | 0 | 2 | 9 | 0 | -0.8 | 11 | 3 | 10 | 3
COc1ccc(C(=O)Oc2cccnc2)cc1OC | -0.2 | nt | 9 | 8 | -7 | 0 | -2.3 | 2 | 15 | -8 | 0
CCCCCC(=O)Nc1c(-c2cccs2)c(=O)c2ccccc2n1C | -0.1 | -5 | -3 | 7 | -3 | 0 | -2.0 | 13 | 8 | 18 | -7
Cc1cc(-c2[nH]nc3c2C(c2ccsc2)C(C#N)=C(N)O3)c(C)s1 (configuration not stated) | 1.2 | -2 | 6 | -5 | 3 | 3 | -1.2 | 18 | -4 | 7 | 6
CC(O)C(=O)N/N=C/c1cccc(Cl)c1Cl (configuration not stated) | 0.0 | -5 | 4 | -4 | -17 | -4 | -0.8 | -39 | -11 | -70 | 1
COc1ccc(N(CC(=O)NCCC(C)C)C(=O)c2snc(C(=O)NC3CCCCC3)c2N)c(OC)c1 | 0.2 | -5 | -7 | 3 | 12 | nt | -0.2 | 17 | -10 | 21 | 13
CCCCn1c(NS(=O)(=O)c2ccccc2)c(S(=O)(=O)c2ccc(C)cc2)c2nc3ccccc3nc21 | 0.6 | -2 | 8 | -10 | 11 | 19 | -0.9 | 26 | 3 | 11 | -2
O=C(NNC1=NCCC1)C1CC1 | -0.3 | -13 | 8 | 3 | 6 | -1 | -0.3 | 2 | -7 | 7 | -4
CN(C)C(=O)c1ccc(NC(=O)c2cccc(S(=O)(=O)N3CCCc4ccccc43)c2)cc1 | 0.9 | -5 | -5 | -4 | 23 | 1 | -0.5 | 14 | -3 | 4 | -2
Cc1ccc(S(=O)(=O)/C(C#N)=C/c2c(N3CCC(C(N)=O)CC3)nc3ccccn3c2=O)cc1 | 0.2 | -7 | -1 | -3 | -1 | -2 | 0.0 | 22 | 2 | 9 | 0
Nc1cc(C(=O)O)c(N)c2c1C(=O)c1ccccc1C2=O | -0.2 | nt | -4 | -2 | 34 | -58 | -0.3 | 8 | -19 | -6 | 4
Cc1nc2c3cc(Cl)ccc3n(CCN3CCOCC3)c2s1 | 0.0 | -3 | -1 | 9 | 8 | 0 | 0.1 | 31 | -10 | 20 | 12
Cc1cc2oc(=O)cc(CN3CCCC3)c2cc1Cl | 0.1 | nt | nt | nt | nt | nt | 0.7 | 6 | -15 | -8 | -2
O=C(N/N=C/c1ccccn1)c1ccccc1 | -0.1 | -4 | -3 | -4 | -36 | -3 | -1.1 | -142 | -87 | -140 | 3
CC1(C)CC(=O)C(C(=O)Cc2ccccc2[N+](=O)[O-])C(=O)C1 | -0.3 | -2 | -2 | -4 | 2 | -2 | 0.9 | 13 | 7 | 2 | -1
O=C(NCc1c(Cl)cccc1Cl)c1[nH]c(C(F)(F)F)nc1-c1ccccc1 | -0.1 | -3 | -9 | nt | nt | nt | -1.1 | 17 | 40 | -2 | 1
COC(=O)c1ccc[n+](CC(=O)c2ccc(Br)cc2)c1 | 0.2 | -4 | -9 | -5 | 11 | -2 | 3.4 | -6 | -19 | -3 | 1
COc1ccc(C(=O)NCCc2c[nH]c3ccccc23)cc1S(=O)(=O)N1CCOCC1 | 0.1 | nt | 5 | 2 | 20 | 1 | 4.9 | 4 | -2 | 5 | 2
CCOc1ccc(NC(=O)CSc2nnc(C34CC5CC(CC(C5)C3)C4)n2C)cc1 | 0.2 | nt | 1 | 5 | -7 | 1 | -0.7 | 7 | -1 | 6 | 0
O=C(Nc1cc(Cl)cc(Cl)c1)c1cnn2cccnc12 | 0.2 | -4 | -2 | -5 | -19 | -2 | 1.4 | -49 | -2 | -23 | -3
COc1ccc(CC(=O)NC2CCN(Cc3nnnn3C(C)(C)C)CC2)cc1OC | -0.2 | -3 | 4 | -4 | 0 | 2 | -0.8 | 0 | 6 | 6 | 0
Cc1cn2c(N)c(/C=C3\C=Nc4ccccc43)c(=O)nc2s1 | -0.2 | -5 | -8 | -2 | -45 | 0 | -0.3 | -169 | -28 | -251 | 1
CCn1cc(C(=O)NNC(=O)c2ccc(Cl)cc2)c(=O)c2ccc(C)nc21 | 0.0 | nt | -1 | -8 | 3 | 2 | -0.6 | -24 | -9 | -3 | -4
O=C(Nc1cccc(NC(=O)c2ccc(Cl)cc2Cl)c1)c1cccnc1 | 0.4 | -7 | -2 | 6 | 4 | 5 | -0.6 | -18 | -30 | -40 | -14
CCOc1ccc(/C=C2\SC(=O)N(CCNC(=O)C3COc4ccccc4O3)C2=O)cc1OC (configuration not stated) | 1.1 | -8 | -1 | 8 | -14 | 1 | -3.0 | 13 | 9 | -36 | 4
COc1ccc(-c2[nH]nc3c2C(c2ccsc2)C(C#N)=C(N)O3)cc1 (configuration not stated) | 0.1 | -11 | 0 | -7 | -7 | -1 | -1.6 | 6 | 11 | -3 | 13
O=C(COC(=O)Cc1cccc(C(F)(F)F)c1)Nc1ccccc1 | -0.4 | -19 | 0 | 3 | 7 | -1 | 1.7 | 17 | -10 | 14 | 1
Cc1[nH]oc(=O)c1N=Nc1ccccc1 | 0.4 | -5 | nt | -5 | 19 | -3 | 0.4 | -4 | 75* | 9 | -7
O=C(O)c1ccc(-n2cccc2/C=C2/NC(=O)N(c3cccc(Cl)c3)C2=O)cc1 | 0.0 | -20 | -1 | 6 | 4 | nt | 1.4 | 11 | -10 | 10 | 6
COc1ccc(OC)c(NC(=O)C2CCCN2C(=O)C2CCC(C)CC2)c1 (configuration not stated) | -0.1 | -2 | 1 | nt | 17 | 1 | 1.0 | 12 | -29 | 16 | 2
Cc1ccc(CSCCNC(=O)/C=C/c2ccc(Cl)cc2)cc1 | -0.1 | -6 | 5 | -3 | -6 | 3 | -2.6 | 4 | -9 | 6 | 3
Cc1nc(C(F)(F)F)ccc1C(=O)N1CCCC(C)(C(=O)O)C1 (configuration not stated) | 0.0 | -6 | -2 | 2 | nt | nt | 5.2 | -6 | 1 | 9 | -11

Pulled by compound from the list above (six):
SMILES | aDG glyco act | CaV13 ICDI inh | Vif imaging | PDI turbidity | MITF TRPM1 inh | NR2E3 ag-1 | hiPSC survival | Peg3 promoter | NR2E3 ag-2 | HIF-2a block | Exocytosis inh
COc1ccc(OC)c(NC(=O)C2CCCN2C(=O)C2CCC(C)CC2)c1 (configuration not stated) | -0.1 | -2 | 1 | nt | 17 | 1 | 1.0 | 12 | -29 | 16 | 2
COC(=O)c1ccc[n+](CC(=O)c2ccc(Br)cc2)c1 | 0.2 | -4 | -9 | -5 | 11 | -2 | 3.4 | -6 | -19 | -3 | 1
COc1ccc(CC(=O)NC2CCN(Cc3nnnn3C(C)(C)C)CC2)cc1OC | -0.2 | -3 | 4 | -4 | 0 | 2 | -0.8 | 0 | 6 | 6 | 0
CCOc1ccc(/C=C2\SC(=O)N(CCNC(=O)C3COc4ccccc4O3)C2=O)cc1OC (configuration not stated) | 1.1 | -8 | -1 | 8 | -14 | 1 | -3.0 | 13 | 9 | -36 | 4
O=C(Nc1cccc(NC(=O)c2ccc(Cl)cc2Cl)c1)c1cccnc1 | 0.4 | -7 | -2 | 6 | 4 | 5 | -0.6 | -18 | -30 | -40 | -14
Cc1[nH]oc(=O)c1N=Nc1ccccc1 | 0.4 | -5 | nt | -5 | 19 | -3 | 0.4 | -4 | 75* | 9 | -7
